NPY Y1 blocker = NPY-Y1 receptor antagonists, primary screen, cell-based; Neuropeptide Y receptor type 1 (Homo sapiens), P25929; HEK293-CNG Y1 cells, membrane potential fluorescence; NPY at EC95, then isoproterenol; inhibition, % at 3.6 µM; 200,000 compounds, 1% hits;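 active = inhibition above the campaign mean inhibition of all tested compounds plus 3 SD, cut at about 20% in these data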;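 note: 0% = DMSO wells given NPY plus isoproterenol and 100% = isoproterenol alone without NPY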
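Material: HEK293 cells with Y1 receptor plus CNG channel; times: compound incubation 1 h at room temperature, readout 45 min post-stimulation; signal: fluorescence, membrane potential probe; read-out basis: fluorescence ratio normalized to % inhibition between controls; benchmarks: full-block control isoproterenol-only wells, zero-block control NPY plus isoproterenol wells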
NPY2 pot ag = NPY-Y2 potentiators or agonists, primary screen, cell-based; activation, % at 3.6 µM; AID 1359, 2008; cells expressing NPY-Y2, potentiator/agonist read-out; 220,000 compounds, 0.45% hits; in the data active = activation above about 27%;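 note: cells stimulated with NPY near EC25 plus isoproterenol at EC100; 0% = vehicle plus submaximal agonist and 100% = vehicle plus saturating agonist; some results beyond the cut were filed as inactive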
Target sequence (P49146 whole entry, looked up): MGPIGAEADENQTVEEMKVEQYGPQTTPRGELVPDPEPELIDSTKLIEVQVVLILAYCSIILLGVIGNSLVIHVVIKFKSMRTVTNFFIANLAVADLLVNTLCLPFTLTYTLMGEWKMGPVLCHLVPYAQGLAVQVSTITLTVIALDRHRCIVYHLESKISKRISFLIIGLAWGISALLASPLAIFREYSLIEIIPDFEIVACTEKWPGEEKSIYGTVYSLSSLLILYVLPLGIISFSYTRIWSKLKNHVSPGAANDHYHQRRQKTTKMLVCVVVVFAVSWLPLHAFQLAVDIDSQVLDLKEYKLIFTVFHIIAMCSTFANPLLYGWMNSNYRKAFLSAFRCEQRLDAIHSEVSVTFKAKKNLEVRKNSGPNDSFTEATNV
TRPML3 agonist = human TRPML3 channel agonists, primary screen, cell-based, HEK293 TRPML3-YFP, Fluo-8 calcium fluorescence, 3 µM | activation, % at 3 µM | 220,000 compounds, 0.29% hits | 100% = the carbachol control signal | Mucolipin-3 (Homo sapiens), Q8TDD5;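 active = activation above its plate's cutoff, the mean activation of the plate's test wells plus 3 SD, cut at about 12% in these data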;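 note: 0% = DMSO only wells and 100% = carbachol wells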
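Material: TRPML3-YFP stable HEK293 cells | Dosing: One concentration, 3 µM nominal, 0.3% DMSO | Timing: 125 s total fluorescence read per well | Technique: Fluo-8 calcium dye fluorescence, ex 470-495, em 515-575 nm | Measure: Percent activation from peak-to-basal fluorescence ratio, scaled between DMSO and carbachol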
NPY-Y1 PAM-ag = NPY-Y1 receptor potentiators or agonists, primary screen, cell-based; Neuropeptide Y receptor type 1 (Homo sapiens), P25929; NPY-Y1 expressing cells, potentiator/agonist activation; activation, % at 3.6 µM; 220,000 compounds, 0.37% hits; in the data active = activation above about 33%, passing the limit was not always enough;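 note: cells stimulated with NPY at EC10 then isoproterenol at EC100; 0% = low agonist plus stimulus and 100% = saturating agonist plus stimulus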
S1P4 agonist = S1P4 receptor agonists, primary screen, cell-based. 220,000 compounds, 0.35% hits. activation, % at 4.98 µM. S1P4-expressing cell line, agonist reporter assay. Sphingosine 1-phosphate receptor 4 (Homo sapiens), O95977; in the data active = activation above about 11%;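 note: 0% = DMSO vehicle and 100% = reference agonist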
Target sequence (O95977 whole entry, looked up): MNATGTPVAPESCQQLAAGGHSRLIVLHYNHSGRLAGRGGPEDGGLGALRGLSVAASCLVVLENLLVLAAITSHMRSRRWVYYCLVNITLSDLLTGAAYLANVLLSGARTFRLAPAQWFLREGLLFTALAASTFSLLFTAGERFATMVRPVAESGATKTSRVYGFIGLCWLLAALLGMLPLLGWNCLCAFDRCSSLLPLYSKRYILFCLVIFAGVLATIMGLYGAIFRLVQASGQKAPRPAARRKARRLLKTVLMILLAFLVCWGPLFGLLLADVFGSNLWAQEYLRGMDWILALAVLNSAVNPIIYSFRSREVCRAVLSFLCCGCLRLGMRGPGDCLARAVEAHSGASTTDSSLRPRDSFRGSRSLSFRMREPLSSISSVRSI
S1P4 antag = S1P4 receptor antagonists, primary screen, cell-based; S1P4-expressing cells, antagonist mode, reporter read-out; inhibition, % at 4.98 µM; Sphingosine 1-phosphate receptor 4 (Homo sapiens), O95977; 220,000 compounds, 0.26% hits; in the data active = inhibition above about 29%;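 note: 0% = wells stimulated with agonist and 100% = vehicle wells without agonist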
TRPN1 ag = zebrafish TRPN1 channel agonists, primary screen, cell-based, HEK293, calcium fluorescence; HEK293 zebrafish TRPN1-YFP, Fluo-8 calcium fluorescence; 100% = response to 87 µM carbachol; activation, % at 3 µM; 220,000 compounds, 0.18% hits; transient receptor potential cation channel N1 (TRPN1/NompC), Danio rerio;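 active = activation above its plate's cutoff, the mean activation of test wells on that plate plus 3 SD, cut at about 19% in these data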;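 note: 0% = DMSO alone and 100% = 87 µM carbachol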
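Material: zebrafish TRPN1-YFP in HEK293 cells. Doses: one dose of 3 µM, 0.3% DMSO. Incubation: dye 1 h 37 °C plus 30 min RT. Measured by: intracellular calcium fluorescence with Fluo-8.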
EP2 mod = EP2 receptor modulators, cAMP readout, primary screen, cell-based, HTRF cAMP, PGE2 stimulation; Prostaglandin E2 receptor EP2 subtype (Homo sapiens), P43116; EP2-expressing cells, cAMP HTRF FRET, PGE2 co-stimulation; induction, % at 25 µM; 260,000 compounds, 0.83% hits; AID 940, 2007;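 active = compounds whose cAMP rise, as percent of the full-agonist control response, exceeds 60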;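 note: rat C6 glioma line stably carrying human EP2 under a CMV promoter; the protocol text gives 20 µM as final concentration; 100% = response of wells given 1 µM PGE2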
CHOP inh = inhibitors of CHOP promoter induction, primary screen, cell-based, unfolded protein response, luciferase reporter; CHO-K1 CHOP-promoter luciferase, tunicamycin-induced, 15-18 h; inhibition, % at 10 µM; 220,000 compounds, 3.8% hits; AID 2732, 2010;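 active = compounds that reduced the stress-induced luciferase reporter signal by more than about 70% of percent inhibition, limit read from the data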;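 note: 0% = tunicamycin plus vehicle and 100% = wells without tunicamycin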
Numbers without * were called inactive; x = no result given; & = joins results of further samples.

compound | CHOP inh | S1P4 agonist | NPY Y1 blocker | TRPML3 agonist | S1P4 antag | NPY-Y1 PAM-ag | EP2 mod | NPY2 pot ag | TRPN1 ag
Cc1ccc2nc(N3C(=O)C(O)=C(C(=O)c4ccc(C)o4)C3c3cccc(O)c3)sc2c1 (stereo not given) | -15 | 1.7 | 10 | 1.1 | -22 | -7 | 1&5 | -5 | 1.1
CN(C)c1ccc(C2C3C(=O)N(c4ccc(C(=O)O)cc4)C(=O)C3ON2c2ccccc2)cc1 (stereo not given) | 9 | 1.6 | -5 | 1.1 | 3 | -16 | 15 | 10 | 0.9
CCOC(=O)C1=C(C)OC(N)=C(C(=O)OCC)C1c1cccnc1 (stereo not given) | 4 | -3.3 | 1 | 0.0 | 2 | 15 | 25 | 16 | -1.5
Cc1ccc(N2C(=O)C3C4C=CC(CNC(=S)Nc5ccc(Cl)cc5)(O4)C3C2=O)cc1 (stereo not given) | 32 | -0.7 | 0 | 0.3 | -6 | 7 | -79 | 5 | -2.8
CCOC(=O)N1CCN(CCC(=O)c2ccc(Cl)cc2)CC1 | -16 | 2.6 | 1 | 0.5 | 10 | 5 | -6 | -4 | 0.3
CCCC(=O)Nc1ccccc1NC(=O)c1cc(OC)c(OC)c(OC)c1 | 7 | -0.3 | -3 | 0.4 | -10 | -7 | -2 | 4 | 0.3
O=C(O)C1Cc2[nH]cnc2C(c2cccc([N+](=O)[O-])c2)N1 (stereo not given) | -1 | -2.1 | 7 | 1.0 | -6 | 14 | 15 | -7 | 1.3
CCC(=O)Nc1cc(=O)[nH]c2nc(-c3ccc(Cl)cc3)nn12 | -8 | -1.2 | x | 0.2 | -20 | 4 | -27 | -12 | -1.4
COc1ccc(C(=O)N2CCN(c3ncnc4c(-c5ccccc5)nsc34)CC2)cc1 | 41 | 0.8 | 3 | 0.4 | 0 | 10 | -10 | -3 | 0.6
CCOC(=O)c1nnn2c1nc(N1CCN(C)CC1)c1ccccc12 | 2 | -0.5 | x | -0.6 | -8 | 16 | 3 | -3 | -1.0
CC#CCN(CC#CC)S(=O)(=O)c1ccc(-n2cnnn2)c(OC)c1 | 8 | 1.0 | 21* | -0.4 | -34 | 2 | -24 | 10 | -1.9
CCC(C)[C@@H](C(=O)N1CCNCC1)n1cc(CCCCN)nn1 (stereo not given in full) | 19 | 1.6 | 2 | 1.2 | -7 | -2 | 3 | 3 | 0.6
CC(C)(C)NC(=O)CN(CCc1ccccc1)C(=O)c1csnn1 | 13 | 1.1 | 2 | 0.1 | -1 | 3 | -7 | -4 | -1.7
CC1CCN(CC(O)COCCC23CC4CC(CC(C4)C2)C3)CC1 (stereo not given) | 58 | -1.8 | 9 | 0.1 | 7 | 2 | 8 | -33 | 1.0
Cn1c(=O)cc(Cl)[nH]c1=O | -6 | 2.5 | 2 | 1.6 | -11 | -6 | 25 | 4 | 0.9
O=C(O)c1ccccc1SCc1cn2ccccc2n1 | 14 | 0.5 | -8 | 1.2 | -35 | -1 | 21 | 8 | -0.1
C[C@@H]1CN(c2c(F)c(N)c3c(=O)c(C(=O)O)cn(C4CC4)c3c2F)C[C@H](C)N1 | 7 | 0.1 | 3 | 0.5 | 8 | 11 | x | 7 | 0.2
Cc1cc(C)c(CN2CCN(Cc3ccc(C)o3)C(CCO)C2)c(-n2cccn2)c1 (stereo not given) | 14 | -2.0 | 29* | 0.5 | 14 | -9 | -36 | -19 | -2.0
CC(C)C(=O)Nc1ccc(NC(=O)c2cccc(F)c2)cn1 | 63 | -0.2 | 1 | -0.5 | -13 | 3 | 15 | 12 | 1.3
COc1cccc(NC(=S)/C(=C(\[O-])c2ccc([N+](=O)[O-])cc2)[n+]2ccccc2)c1 | -4 | 1.4 | 5 | -0.2 | -14 | 11 | -5 | 2 | 0.8
Cn1c(=O)c(=O)n(C)c2cc(S(=O)(=O)NCCOc3ccccc3)ccc21 | -19 | -0.4 | 5 | 0.0 | -1 | -1 | 3 | 4 | -1.5
COc1ccc(NC(=O)CCCn2c(=O)c3sccc3n(Cc3ccccc3)c2=O)cc1 | 16 | 0.9 | -1 | -1.4 | 0 | -17 | 36 | -5 | -1.0
CCN(CC)C(=O)C1CC(=O)OC1(C)C (stereo not given) | -21 | 0.1 | 1 | 0.1 | 5 | -16 | 11 | -9 | -0.5
O=C(/C=C/c1c(Cl)cccc1Cl)n1cccn1 | 30 | -0.9 | 2 | 0.4 | -12 | -47 | -3 | 1 | -1.3
CCCNC(=O)CCNC(=O)c1ccc(C(C)(C)C)cc1 | 11 | 0.9 | -7 | -0.2 | -3 | -3 | 42 | 14 | -0.2

Next part, overlapping the part above by two compounds.
compound | CHOP inh | S1P4 agonist | NPY Y1 blocker | TRPML3 agonist | S1P4 antag | NPY-Y1 PAM-ag | EP2 mod | NPY2 pot ag | TRPN1 ag
O=C(/C=C/c1c(Cl)cccc1Cl)n1cccn1 | 30 | -0.9 | 2 | 0.4 | -12 | -47 | -3 | 1 | -1.3
CCCNC(=O)CCNC(=O)c1ccc(C(C)(C)C)cc1 | 11 | 0.9 | -7 | -0.2 | -3 | -3 | 42 | 14 | -0.2
O=C1OC(c2ccccc2)=C/C1=C/N1CCCCC1 | 29 | 3.0 | -1 | 0.2 | -2 | 20 | -2 | 7 | 0.5
CCCCN1CC(C(=O)NCc2ccc(C)cc2)CC1=O (stereo not given) | 12 | 2.0 | 0 | 0.2 | -20 | 6 | 7 | 0 | -0.6
O=C1/C(=C/c2cccnc2)SC(=NCc2ccccc2)N1Cc1ccccc1 | 30 | 2.4 | -1 | -0.6 | -3 | 16 | 66* | -16 | 1.7
CCc1nnc(NC(=O)C2CCN(C(=O)NC3CCCCC3)CC2)s1 | 18 | 1.8 | -3 | -0.1 | -10 | 11 | 11 | -8 | 0.1
O=C(N/N=C/C(Br)=C/c1ccccc1)c1cnccn1 | -33 | -0.1 | x | 1.2 | 22 | 1 | -21 | -7 | 1.7
CCC1(CC)N=C(c2ccccc2)C(=S)N1 | 12 | 1.4 | -6 | 0.7 | -10 | 7 | 20 | 3 | -1.1
Cc1ccc2sc(N(CCCN(C)C)C(=O)c3ccc(Br)s3)nc2c1C | 69 | -3.1 | 17 | 0.0 | 19 | 29 | -26 | 52* | 0.1
CCCCC(=O)Nc1cccc(NC(=O)c2ccccc2Br)c1 | 54 | -2.6 | 1 | 0.5 | -11 | 4 | -24 | -6 | 0.3
CN1CCN(C(=O)c2ccc(N(Cc3ccccc3Cl)S(C)(=O)=O)cc2)CC1 | 1 | 1.6 | 3 | 1.0 | 0 | -2 | 13 | -6 | 1.4
O=C(c1ccc(=O)oc1)N1CCN(C(c2ccccc2)c2ccccc2)CC1 | -3 | 1.6 | 0 | 0.1 | 1 | 0 | 37 | 6 | 0.7
Fc1ccc(/C=N/Nc2ncnc3nc[nH]c23)cc1F | -4 | 0.3 | 0 | 0.4 | -2 | 6 | -11 | 3 | -0.8
O=[N+]([O-])c1ccc(OCC(O)CN(C2CCCCC2)C2CCCCC2)cc1 (stereo not given) | 38 | 0.9 | 5 | 0.3 | 3 | 3 | 25 | 0 | -0.1
O=C(Nc1ccc(N2CCN(C(=O)c3cccs3)CC2)c(Cl)c1)c1ccco1 | 30 | 1.1 | -1 | 1.2 | 2 | -2 | -35 | -27 | 3.7
CCCN(CCC)CCCNC(=O)C1c2cc(OC)c(OC)cc2C(=O)N(C)C1c1cccnc1 (stereo not given) | -7 | 2.2 | 3 | -1.2 | 5 | 8 | 1 | 5 | 0.3
Cc1ccc(-c2cc(C(=O)NN=C3CCCC3)c3ccccc3n2)cc1 | 7 | 1.6 | 5 | -0.4 | 7 | -12 | 11 | -16 | -1.8
Cc1nnc(N/N=C/c2ccc(O)c([N+](=O)[O-])c2)[nH]c1=O | 6 | -0.3 | 5 | -0.1 | -9 | -5 | -9 | -18 | 1.6
CSc1ccc(NC(=O)N2CC(C)OC(C)C2)cc1 (stereo not given) | -9 | -0.2 | 1 | 0.1 | -8 | 13 | -2 | -1 | -0.8
CCCc1nc(-c2cc3ccccc3[nH]c2=O)no1 | 12 | -0.7 | x | 0.3 | -5 | 6 | -8 | 11 | -1.1
O=C(CC1C(=O)NCCN1Cc1ccccc1C(F)(F)F)NCCn1cccn1 (stereo not given) | -9 | -1.0 | -2 | 0.4 | 6 | -4 | 7 | -8 | -0.2
CCOC(=O)C(CSCc1ccccc1)NC(=O)OC(C)(C)C (stereo not given) | 13 | 0.7 | 9 | -0.6 | -15 | 6 | -10 | -3 | 0.0
CC(C)(C)N1C(=O)Cc2c1nc(N)c1c(N)nc(N3CCCCC3CO)c(C#N)c21 (stereo not given) | -41 | -0.3 | 5 | 0.8 | -17 | -7 | -29 | -4 | 2.4
CC(C)(C)NC(=O)COC(=O)c1ccc(Cl)cc1O | 2 | 1.0 | 6 | 1.0 | -26 | -12 | -40 | -5 | 0.1
CN1C2CCC1CC(NC(=O)CSCc1ccc(Cl)cc1Cl)C2 (stereo not given) | 11 | 0.6 | x | 0.0 | -9 | 1 | -33 | -3 | 0.5
CCn1cc(S(=O)(=O)N2CCN(Cc3cccc(Cl)c3)CC2)cn1 | -10 | 0.1 | 7 | -0.2 | 7 | -7 | -30 | -12 | -0.5
Cc1nn(C)c(Oc2ccccc2)c1CCNS(=O)(=O)c1ccccc1 | 9 | -1.9 | -2 | 0.2 | -7 | 6 | 2 | 19 | 2.0
COc1cccc(C2Nc3cccc4cccc(c34)N2)c1 | -17 | 0.0 | x | 0.5 | 1 | 13 | -66 | -3 | -0.6
NS(=O)(=O)c1ccc(NC(=O)CN2C(=O)CCC2=O)cc1 | -6 | -1.5 | x | 0.9 | -3 | -5 | 21 | 1 | 2.7
COc1ccc(Nc2oc(COc3ccc(Cl)cc3)nc2C#N)cc1 | 28 | -0.7 | 0 | -0.2 | -9 | -11 | -60 | -11 | 2.9
CCN1C(=O)/C(=C/N(C)C)c2ccccc21 | 40 | 2.6 | -4 | 0.0 | -5 | -3 | 11 | -2 | 0.7

High-throughput results deposited in PubChem BioAssay by several laboratories.

Outcome played no part in choosing rows; overall some 6.5% were active at least once.
